Source: PubChem
Rtt109 HAT inh: inhibitors of Candida albicans Rtt109/Vps75 histone acetyltransferase; Q5AAJ8; purified Rtt109/Vps75, ThioGlo CoA-SH fluorescence, 4 h; inhibition, % at 34.9 µM; actives 0.16% (n = 330,000);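 active = inhibition of at least 50% in every replicate; inconclusive = best replicate reaches 50% inhibition but some replicates fall short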
Target sequence (Q5AAJ8 whole entry, looked up): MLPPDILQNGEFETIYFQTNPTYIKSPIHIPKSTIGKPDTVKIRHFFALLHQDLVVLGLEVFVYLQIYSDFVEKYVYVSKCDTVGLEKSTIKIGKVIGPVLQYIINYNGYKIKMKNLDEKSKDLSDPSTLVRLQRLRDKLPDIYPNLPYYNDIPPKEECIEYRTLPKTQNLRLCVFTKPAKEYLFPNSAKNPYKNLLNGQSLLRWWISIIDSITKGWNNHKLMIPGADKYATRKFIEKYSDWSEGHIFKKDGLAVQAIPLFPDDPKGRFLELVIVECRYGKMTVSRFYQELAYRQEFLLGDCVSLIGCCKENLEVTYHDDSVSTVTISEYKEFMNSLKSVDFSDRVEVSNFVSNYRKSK
MITF act: MITF TRPM1 promoter activation in melanoma cells; SK-MEL-5 TRPM1-promoter luciferase, 24 h; % of positive control, neutral wells = 0; activation, % at 12.5 µM; actives 0.75% (n = 300,000);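 active = mean activation of at least 80% with every replicate also reaching 80%; inconclusive = mean reaches 80% but some replicate falls short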;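 also: 0% = neutral control wells and 100% = parthenolide positive control wells; values of inactives mirror those of a sister screen read the other way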
SR-BI HDL uptake: mouse SR-BI HDL lipid transfer inhibition; inhibition, % at 12.5 µM; ldlA[mSR-BI] CHO cells, DiI-HDL uptake fluorescence, 3 h; Q61009; actives 0.96% (n = 320,000); AID 488896;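 active = mean replicate inhibition of at least 70% and a set share of replicates each scoring 70 or more; inconclusive = meets just one of the two criteria; inactive = fails both criteria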;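 also: 0% = median of neutral control wells and 100% = median of positive control wells; values of inactives mirror those of a sister screen read the other way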
Target sequence (Q61009 whole entry, looked up): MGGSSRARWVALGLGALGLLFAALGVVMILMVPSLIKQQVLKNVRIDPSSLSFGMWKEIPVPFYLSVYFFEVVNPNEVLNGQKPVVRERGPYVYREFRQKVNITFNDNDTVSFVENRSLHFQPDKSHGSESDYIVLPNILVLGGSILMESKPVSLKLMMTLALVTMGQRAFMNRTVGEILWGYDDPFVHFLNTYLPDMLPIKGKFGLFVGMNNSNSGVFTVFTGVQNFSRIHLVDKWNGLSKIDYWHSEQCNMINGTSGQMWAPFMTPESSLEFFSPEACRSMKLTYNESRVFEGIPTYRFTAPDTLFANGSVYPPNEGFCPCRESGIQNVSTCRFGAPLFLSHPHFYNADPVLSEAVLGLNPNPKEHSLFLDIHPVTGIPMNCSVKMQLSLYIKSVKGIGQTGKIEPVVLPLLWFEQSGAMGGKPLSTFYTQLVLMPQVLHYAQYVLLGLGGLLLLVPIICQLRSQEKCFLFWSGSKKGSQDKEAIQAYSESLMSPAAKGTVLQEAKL
PvdQ acylase: P. aeruginosa PvdQ acylase inhibition. purified PvdQ acylase, fluorescence plate reader. inhibition, % at 10 µM. actives 0.063% (n = 340,000); in the data active = inhibition above about 30%, passing the limit was not always enough; inconclusive = no clear call, values can overlap the other calls;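 also: 0% = vehicle neutral wells and 100% = reference inhibitor wells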
dFosB activator: activators of mouse delta FosB homodimer. P13346. purified delta FosB, TAMRA-CDK5 oligo fluorescence polarization; percent of positive-control signal above neutral wells. activation, % at 25 µM. actives 0.99% (n = 340,000);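 active = mean activation above about 17%, with every replicate also reaching it, limit read from the data, passing the limit was not always enough; inconclusive = only one of the two conditions met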;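 also: fluorescence polarization rise as delta FosB binds a TAMRA Cdk5 AP-1 oligo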
CAL PDZ FP-1: human CAL PDZ-peptide interaction inhibition. Q9HD26. purified CAL PDZ, TMR-peptide fluorescence polarization, 1 h. inhibition, % at 20 µM. actives 0.02% (n = 330,000). AID 504414;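 active = highest replicate inhibition of at least 40%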;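 also: plate controls were DMSO neutral control wells for no effect and unlabeled competitor peptide control wells for full effect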
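material = purified tagged CAL PDZ domain construct (CerCALP) | buffer or medium = sodium phosphate/NaCl buffer pH 7.4 with TCEP, IgG, Thesit | reagent = TMR-labelled reporter peptide T*-PRC34 bound in PDZ groove | incubation = 1 h room-temperature incubation prior to read | measured by = fluorescence polarization (mP) | evaluation = percent inhibition from loss of millipolarization | control set = unlabelled peptide and DMSO controls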
NSD2 HMT inh: NSD2 (human) methyltransferase inhibition | NSD2 peptide methylation, AlphaScreen, 120 min | inhibition, % at 12.5 µM | actives 0.54% (n = 310,000); in the data active = inhibition above about 50%
CAL PDZ FP-2: CAL PDZ (human) peptide binding inhibition | Q9HD26 | purified CAL PDZ, TMR-peptide fluorescence polarization, 1 h | inhibition, % at 24.9 µM | actives 0.92% (n = 300,000) | AID 602252;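 active = mean inhibition of at least 30% with at least half of replicates also reaching 30%; inconclusive = no clear call, values can overlap the other calls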;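 also: 0% = DMSO neutral control and 100% = excess unlabeled competitor peptide PRC23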
PfHsp90 yeast 2: growth inhibition of yeast expressing Plasmodium Hsp90 | S. cerevisiae expressing PfHsp90, BacTiter-Glo ATP, 48 h; yeast lacking PDR1 and PDR3 efflux regulators | inhibition, % at 9.4 µM | AID 504621 | actives 0.32% (n = 310,000);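 active = every replicate shows inhibition above about 80%, whatever the replicate mean, limit read from the data; inconclusive = mean inhibition reaches the set limit but some replicate falls short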;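 also: 0% = DMSO neutral controls and 100% = 20 µM radicicol positive controls; yeast relying on Plasmodium falciparum Hsp90 in place of its own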
SR-BI uptake up: activators of SR-BI mediated HDL lipid uptake; CHO ldlA[mSR-BI] cells, DiI-HDL uptake fluorescence, 3 h; 100 = double the neutral-control signal; activation, % at 12.5 µM; actives 0.096% (n = 320,000); AID 504775;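 active = mean replicate activation of at least 60% and every replicate at or above 60%; inconclusive = mean or all-replicate condition met, but not both; inactive = mean below 60% and not all replicates reaching 60%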;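 also: 0% = median plate neutral-control signal and 100% = twice that signal; values of inactives mirror those of a sister screen read the other way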
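Material: SR-BI-overexpressing, LDLR-lacking CHO cells | Dosing: Single compound concentration, delivered by pin transfer | Probe or stimulus: Labelled HDL, 10 µg/mL | Signal: Bottom-read cell fluorescence after medium removal, ex 550/em 595 nm | Schedule: 3 h, 37 °C | Evaluation: HDL uptake via cellular fluorescence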
* hit, by the source's call; ? = inconclusive; / = no result given.

SMILES	Rtt109 HAT inh	MITF act	SR-BI HDL uptake	PvdQ acylase	dFosB activator	CAL PDZ FP-1	NSD2 HMT inh	CAL PDZ FP-2	PfHsp90 yeast 2	SR-BI uptake up
COc1cccc(/C(O)=C2/C(=O)C(=O)N(c3ccccn3)C2c2ccc(OC)c(OC)c2)c1 (stereo unspecified)	14	/	-12	-6	-2	-0.7	1	1	-3	12
CCCC(=O)C1=C(O)C(C(=O)OC)C(C)(C)CC1=NCCc1ccccc1 (stereo unspecified)	15	/	-3	11	-2	-0.3	-4	5	-20	3
CCOC(=O)C1CCN(c2cc3c(cc2NC(=O)c2ccc(OC)c(OC)c2)n(C)c(=O)n3C)CC1	1	-2	48	1	-9	-1.5	3	-1	-14	-48
CCN(CC)c1ccc(Nc2nc(N3CCOCC3)c3ccccc3n2)cc1	15	-1	0	-8	-1	1.9	/	0	-11	0
CN(Cc1nccs1)C(=O)c1ccc(OC2CCN(CCc3ccccc3)CC2)cc1	1	-9	15	9	-8	-0.7	10	1	2	-15
O=C(CN1CCOCC1)NN=C(c1ccccc1)c1ccccc1	-1	9	-5	-1	2	-2.6	1	-2	8	5
CCN(c1ccccc1)S(=O)(=O)c1ccc(Cl)c(NC(=O)c2ccc(=O)[nH]n2)c1	0	-10	-1	0	4	-0.8	-2	-1	-3	1
COc1ccc(NC(=O)CN(C)C(=O)C(CCSC)NC(=O)c2ccccc2)cc1 (stereo unspecified)	-6	-5	3	2	-1	-0.4	-2	-7	-51	-3
CC1(c2ccc(OC(F)F)cc2)NC(=O)N(CC(=O)N2CCN(C(=O)c3ccco3)CC2)C1=O (stereo unspecified)	-2	/	2	-2	5	-1.5	3	-8	2	-2
COc1ccc(C(CNC(=O)c2ccc(Cl)c(NC(=O)c3cccs3)c2)N2CCCC2)cc1 (stereo unspecified)	/	27	-28	-17	0	-3.3	3	-4	5	28
COc1ccc(N(CC(=O)Nc2cccc(N(C)S(C)(=O)=O)c2)S(=O)(=O)c2ccc(C)cc2)cc1	/	-4	48	-7	-23	-0.6	-2	-2	6	-48
Cc1cc(NC(=O)CSc2[nH]c(=O)cc(C(F)(F)F)c2C#N)no1	0	/	-20	13	-2	-1.0	15	-6	-4	20
Cc1oc(C(N)=O)nc1-c1ccccc1	4	7	-28	4	-4	-0.5	-1	-2	18	28
CCCc1c(C)nn(-c2ncccc2[N+](=O)[O-])c1C	1	4	1	-1	0	0.6	-5	3	-6	-1
Cc1cc(NC(=O)CCC(=O)N(Cc2ccco2)C(C)(C)C(=O)NC2CCCCC2)no1	13	/	-5	4	-2	-2.3	-4	-1	-6	5
Cc1ccc(S(=O)(=O)c2nc(-c3ccccc3F)oc2N2CC(C)OC(C)C2)cc1 (stereo unspecified)	4	10	-8	-19	-7	-1.8	-4	1	-6	8
CCCn1cnc2cc(NCc3cccs3)ccc21	5	69	/	-3	-6	0.1	9	-4	0	/
CN(C)c1cc[n+](CC(=O)Nc2ccc(OC(F)F)cc2)cc1	-6	-40	/	-14	0	0.1	/	-12	-18	/
COc1cccc(CNC(=O)CSc2nc3c(oc4ccccc43)c(=O)n2CC2CCCO2)c1 (stereo unspecified)	-7	-8	-22	-13	-2	0.2	0	/	-10	22
COc1cc2c(cc1OC)CN(CCOc1ccc(Br)cc1)CC2	-38	-9	-21	-8	-16	-0.2	4	4	-14	21

Overlap with the part before: 3 entries, then new ones.
SMILES	Rtt109 HAT inh	MITF act	SR-BI HDL uptake	PvdQ acylase	dFosB activator	CAL PDZ FP-1	NSD2 HMT inh	CAL PDZ FP-2	PfHsp90 yeast 2	SR-BI uptake up
CN(C)c1cc[n+](CC(=O)Nc2ccc(OC(F)F)cc2)cc1	-6	-40	/	-14	0	0.1	/	-12	-18	/
COc1cccc(CNC(=O)CSc2nc3c(oc4ccccc43)c(=O)n2CC2CCCO2)c1 (stereo unspecified)	-7	-8	-22	-13	-2	0.2	0	/	-10	22
COc1cc2c(cc1OC)CN(CCOc1ccc(Br)cc1)CC2	-38	-9	-21	-8	-16	-0.2	4	4	-14	21
Cc1cc(C)c(NS(=O)(=O)c2cccc3cccnc23)c(C)c1	1	-3	-21	-15	8	-0.9	6	-1	33	21
O=C(COc1ccccc1Br)NCCC1=CCCCC1	6	10	17	-13	-9	-0.5	-1	-4	3	-17
COc1cc(S(=O)(=O)NCc2ccc(F)cc2)ccc1-n1cnnn1	-5	/	/	-5	-4	-2.5	-4	-6	-7	/
COc1ccc(-c2oc3cccnc3c2-c2ccc(OC)nc2)cc1	1	32	53	-37	7	-2.6	/	-3	0	-53
c1ccc(-c2cc(-c3ccccc3)[nH]n2)cc1	6	26	0	7	-2	-1.9	-2	-23	-46	0
COCCCNC(=O)C(=O)N/N=C/c1ccc(OCC(=O)Nc2cccc(Cl)c2C)c(OC)c1	5	1	23	0	7	-0.2	-1	0	3	-23
CC(C)C(=O)Nc1ccc(C(=O)CN2C(=O)NC3(CCOc4ccccc43)C2=O)cc1 (stereo unspecified)	16	-11	20	-13	-8	0.9	-1	-6	/	-20
O=S(=O)(Nc1ccccc1N1CCOCC1)c1ccc(Cl)cc1	3	-3	-8	-7	0	-1.8	3	-1	-4	/
Cc1cc(C(=O)COC(=O)c2ccccc2NCCO)c(C)n1CC1CCCO1 (stereo unspecified)	-7	-14	29	3	-5	-2.6	1	-2	-1	-29
Fc1cccc(-n2cc(-c3ccccc3)c3c(=S)nc[nH]c32)c1	-4	?	28	-4	-4	-2.4	8	-7	-98	-28
COc1ccc(CCNc2ncnc3cc(OC)c(OC)cc23)cc1OC	-1	-11	5	-4	-5	-3.8	-1	2	26	-5
CC(=O)c1sc(=S)n(-c2ccccc2)c1C	3	/	-38	-10	-3	0.6	0	-2	6	38
CN1CCN(C(=O)/C(=C\c2cccs2)NC(=O)c2ccco2)CC1	-4	0	/	-4	7	-0.6	1	-5	-3	/
CCN(C(=O)COC(=O)C(c1ccccc1)c1ccccc1)c1c(N)n(Cc2ccccc2)c(=O)[nH]c1=O	4	/	-28	-15	-5	-0.8	43	-3	-16	28
CCn1c(COc2ccc(C)cc2)nc2ccccc21	-61	58	-11	8	-6	-1.8	22	-1	-4	11
Cc1c(C(=O)O)oc2c3c(ccc12)OCCO3	1	-2	1	-12	-2	-0.7	2	1	/	-1
Cc1ccc(C2(c3ccccc3)NC(=O)N(CC(=O)N(C)C3CCS(=O)(=O)C3)C2=O)cc1C (stereo unspecified)	11	5	25	8	-15	-2.0	4	/	1	-25
COc1ccc(OC)c(/C=c2\sc3nc(-c4cccs4)nn3c2=O)c1	1	/	-9	-8	-8	0.2	1	1	7	9
Cc1onc(-c2ccccc2)c1C(=O)Nc1nnc(N(C)Cc2ccccc2)s1	-3	-20	-18	-1	-2	-1.1	/	-1	18	18
CC(C)(C)C(=O)Nc1cc(S(=O)(=O)Nc2ccc(Cl)cc2)ccc1Cl	3	-3	14	-4	-11	-0.7	1	-1	-8	-14
CCN1C(=O)c2ccc(C(=O)Nc3ccc(O)cc3C)cc2C1=O	-5	/	-8	-2	-2	-1.4	/	-4	0	8
CCOc1ccc(NC(=S)N2CCCC2)cc1	-3	-3	-28	-11	3	-2.1	-1	2	-1	28
COc1ccc(-c2nc3c(s2)CCc2onc(-c4ccc(Br)cc4)c2-3)cc1	-4	-24	59	-14	4	0.7	/	4	1	-59
Cc1ccc([C@H]2C(C(=O)O)=CC[C@@H](c3cccc(Cl)c3)N2S(=O)(=O)c2ccc(C)cc2)cc1	1	12	16	-3	4	-2.1	/	-2	-18	-16
O=C(COc1c(F)c(F)c(C(F)(F)F)c(F)c1F)Nc1ccc(N2CCOCC2)c(Cl)c1	13	-10	-8	10	-5	-0.3	1	8	6	8
COCCSc1nnc(NC(=O)c2ccc(OC)c([N+](=O)[O-])c2)s1	/	-26	18	-3	26*	0.9	-25	53*	-12	-18
Cc1ccccc1N(CC(=O)NCCc1ccccc1)C(=O)c1ccc(N2CCCC2)nc1	2	9	15	-14	-5	-0.9	10	2	-21	-15
S=C1NCCN1CC1CCN(CCCC2CCCC2)CC1	-5	5	-8	-14	1	0.6	/	-1	-3	8
O=C(COC(=O)c1ccco1)NC12CC3CC(CC(C3)C1)C2	-2	-4	-5	-5	5	-0.5	0	0	-16	5
O=S(=O)(c1ccc(S(=O)(=O)N2CCN(C3CCCCC3)CC2)cc1)N1CCCCCC1	1	-2	8	6	1	-0.3	-1	2	-9	-8
O=C(c1cccnc1)N1C2CCC1CC(O)(c1ccc(F)cc1)C2 (stereo unspecified)	/	8	-14	-1	2	-1.6	-2	-1	13	14
Cn1cc(/C=N/Nc2ccccc2)c2ccccc21	-7	16	/	-13	-15	0.1	2	4	4	/
COCCCn1c(=O)c2ccccc2n2c(=S)[nH]nc12	-13	9	-5	-13	-3	0.3	-1	-9	-11	5
CN(C)c1nc(Oc2ccc(N)cc2)nc(N(C)C)n1	2	-12	7	10	0	-1.5	-1	-4	-3	-7
CCOc1ccc(NC(=O)c2ccccc2C(=O)c2ccccc2)cc1OCC	-3	/	32	4	-6	-0.3	1	0	2	-32
N#CCC(=O)N/N=C/c1ccc(OS(=O)(=O)c2ccccc2)cc1	0	/	22	-16	-4	-0.8	-1	-8	-13	-22
COc1ccc(OCC(=O)NC(=O)c2ccccc2)c([N+](=O)[O-])c1	-2	2	-13	-6	1	0.4	0	-2	-21	13
O=C1OC[C@H]2CCCN2C(=O)[C@@H](CC(=O)N(CCO)Cc2ccccc2)C/C=C\C[C@H]1Cc1ccc(F)cc1	4	-1	22	-12	-8	0.2	/	-1	-17	-22
Cc1cnn(-c2nc(-c3ccccc3)cc(-c3ccccc3)n2)c1	-3	6	65	-11	-48	-2.5	-2	-4	-49	-65
COc1ccc(-n2c(=S)[nH]c3cc(C(=O)Nc4cc(C(N)=O)ccc4OC)ccc3c2=O)c(OC)c1	3	-1	/	1	32*	-3.8	1	-1	1	/
CC(C)[C@@H](C(=O)NCc1ccco1)N1C(=O)N2CCc3c([nH]c4ccccc34)[C@@]2(C)C1=O	-7	/	9	-17	-11	0.2	/	0	-12	-9
COc1ccc(S(=O)(=O)N2CCc3ccccc32)cc1C(=O)O	2	7	3	-6	-3	-1.8	1	-2	-12	-3
C=CCn1c(=O)c(C(=O)Nc2ncccc2O)c(O)c2ccccc21	2	/	-33	-11	-5	0.9	0	-2	-4	33
